Compound activity (PubChem)
ERAP1 HTS inh: blocks human ERAP1 aminopeptidase activity; 340,000 tested, 0.15% active; inhibition, % at 10.7 µM; AID 652197; recombinant ERAP1, Leu-AMC fluorescence, 60 min; Q9NZ08;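 active = mean replicate inhibition of at least 30%, or all replicates individually reaching that 30% level; inactive = mean below 30% and not every replicate reaching it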;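 also: 0% = neutral control wells and 100% = L-leucinethiol positive control wells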
RAD52 anneal inh: inhibitors of human RAD52 DNA annealing | P43351 | recombinant RAD52 DNA annealing, FRET fluorescence | 360,000 tested, 0.46% active | AID 651710 | inhibition, % at 18.7 µM;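 active = every replicate showing at least 50% inhibition; inconclusive = mean inhibition at least 50% but not in every replicate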
Target sequence (P43351 whole entry, looked up): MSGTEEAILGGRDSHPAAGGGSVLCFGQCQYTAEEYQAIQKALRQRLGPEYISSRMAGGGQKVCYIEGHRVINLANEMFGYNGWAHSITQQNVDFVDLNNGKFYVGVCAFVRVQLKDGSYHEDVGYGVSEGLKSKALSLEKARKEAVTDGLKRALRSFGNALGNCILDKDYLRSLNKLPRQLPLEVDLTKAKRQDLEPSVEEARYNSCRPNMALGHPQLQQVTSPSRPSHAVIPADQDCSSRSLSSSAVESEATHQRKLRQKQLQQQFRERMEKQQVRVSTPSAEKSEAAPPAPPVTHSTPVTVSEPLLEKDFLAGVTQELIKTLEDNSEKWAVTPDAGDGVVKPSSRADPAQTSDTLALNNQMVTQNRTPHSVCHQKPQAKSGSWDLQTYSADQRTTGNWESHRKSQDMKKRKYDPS
ARNT TACC3 PPI: ARNT/TACC3 interaction disruption | AlphaScreen His-ARNT PAS-B/GST-TACC3 binding, luminescence; TACC3 fragment carries E629A point mutation | inhibition, % at 9.99 µM | Q9Y6A5 | 390,000 tested, 0.66% active;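 active = mean inhibition of replicates at least 50% and at least half of replicates each reaching 50%; inconclusive = half or more replicates reach 50% but mean below 50%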;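 also: 0% = complete ARNT plus TACC3 wells and 100% = ARNT alone without TACC3; many hits fall short of the cut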
F508del corr: correctors of CFTR F508del function in bronchial epithelial cells; CFBE cells, YFP halide quenching; stimulated with forskolin plus potentiator P3; % fluorescence drop versus neutral controls; activity (quench increase), % at 7.58 µM; 350,000 tested, 0.36% active; AID 720511;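 active = mean added fluorescence quench of at least 8% versus neutral control, with both replicates also reaching 8%; inconclusive = only one of the mean or replicate conditions met; inactive = mean below 8% and not both replicates reaching 8%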;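 also: cells transiently co-express mutant CFTR-F508del with the halide-sensitive YFP; corrector assay measuring rescue of mutant channel to the surface after 24 h compound exposure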
INS-1E GSIS act: GLuc luminescence reporter in INS-1E cells, primary screen for activators of glucose-dependent secretion of insulin | INS-1E GLuc reporter insulin secretion, 2-3 h | activation, % at 16.6 µM | 370,000 tested, 0.61% active | AID 743287;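 active = lowest replicate activation of at least 40%, so every replicate reaches that level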;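 also: 0% = median of neutral control wells and 100% = median of IBMX positive control wells; some compounds called inactive have numbers as strong as hits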
XiGFP reactiv: X-chromosome reactivation activator; XiGFP mouse fibroblasts, % GFP-positive cells imaging, 3 d; cells co-treated with 5-aza-dC sensitizer; scaled so ellipticine positive control = 100%; activation, % at 7.58 µM; 360,000 tested, 0.055% active;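 active = mean normalized replicate activation at least 10% and every replicate at or above 10%; inconclusive = only one of the two criteria met; inactive = mean below 10% and not all replicates reach 10%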;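 also: 0% = median of on-plate neutral control wells and 100% = ellipticine 6 µM median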
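Assay system – SV40-immortalized XiGFP fibroblast cells, line 68-5-11 · Buffer or medium – DMEM supplemented with 5-aza-dC as sensitizing agent · Dosing – one concentration, pinned · Benchmarks – positive control ellipticine, 6 µM final · Times – 3 days compound exposure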
RAD54 branch: blocks human RAD54 Holliday junction branch migration; Q92698; FAM/BHQ fluorescence; inhibition, % at 10.4 µM; 360,000 tested, 0.14% active;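 active = mean normalized replicate activity at least 40 and at least half of replicates scoring 40 or more; inconclusive = only one of the two criteria met; inactive = mean below 40 and under half of replicates reaching 40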;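 also: 0% = median of neutral control wells and 100% = median of positive control wells; inhibitors cause a drop in the FAM fluorescence signal; in these data hits start at about 50%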
esBAF inh: blocks esBAF chromatin remodeling in mouse ES cells. Bmi1-luciferase knock-in reporter, 24 h; 100% = twice the neutral-well signal. reporter increase, % at 12.5 µM. 350,000 tested, 2% active; in the data active = activation above about 40%; inconclusive = no clear call, values can overlap the other calls;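 also: 0% = median of the plate's neutral control wells and 100% = double that signal; a rise in the Bmi1 reporter signal indicates esBAF inhibition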
Active calls of the source: *; ? = inconclusive; . = not tested or not shown.

A first look (three entries):
SMILES	ERAP1 HTS inh	RAD52 anneal inh	ARNT TACC3 PPI	F508del corr	INS-1E GSIS act	XiGFP reactiv	RAD54 branch	esBAF inh
CC(=O)N1N=C(c2ccc(C)o2)CC1c1cccc(F)c1 (configuration not stated)	3	-18	-4	-0.4	-20	0.0	8	4
COc1cc(NC(=O)CSc2nnnn2C2CCCC2)cc(OC)c1	-1	-10	-9	-1.0	-9	0.0	-2	-6
CN1CCc2c1nc1ccccc1c2N=C1CCCN1Cc1ccccc1	-5	8	.	-0.1	-11	0.3	.	.

The whole of this part, from the first entry:
SMILES	ERAP1 HTS inh	RAD52 anneal inh	ARNT TACC3 PPI	F508del corr	INS-1E GSIS act	XiGFP reactiv	RAD54 branch	esBAF inh
CC(=O)N1N=C(c2ccc(C)o2)CC1c1cccc(F)c1 (configuration not stated)	3	-18	-4	-0.4	-20	0.0	8	4
COc1cc(NC(=O)CSc2nnnn2C2CCCC2)cc(OC)c1	-1	-10	-9	-1.0	-9	0.0	-2	-6
CN1CCc2c1nc1ccccc1c2N=C1CCCN1Cc1ccccc1	-5	8	.	-0.1	-11	0.3	.	.
O=C(CSc1ccc(-c2cccnc2)nn1)Nc1ccc(F)c(F)c1	-8	-23	-4	-0.7	.	0.0	1	0
CN(C)N1C(N)=C(C#N)C(c2ccsc2)C2=C1CC(C)(C)CC2=O (configuration not stated)	3	-16	9	.	.	-0.1	-2	6
NC(=O)NC(=O)CSc1ccccc1	-4	-1	-6	1.6	7	-0.2	.	.
CCCC(C)NC(=O)Cc1ccc(S(=O)(=O)N2CCOCC2)s1 (configuration not stated)	2	-8	-14	-1.7	22	0.0	2	-1
O=C(NCCCn1ccnc1)/C(=C/c1ccc(Cl)cc1)NC(=O)c1ccccc1	-2	7	39	2.4	10	0.1	.	-9
Cn1cnnc1Sc1nc([N+](=O)[O-])nn1C	0	-11	2	.	-9	0.0	.	-7
CCc1ccc(/C=C2\Oc3c(ccc(O)c3CN3CCN(CCO)CC3)C2=O)cc1	2	-25	0	-0.5	6	0.0	-9	0
COC(=O)Cc1[nH]n(-c2ccccc2)c(=O)c1C(C)=Nc1ccccc1	0	-17	8	4.2	3	0.0	-3	8
CCc1c(-c2ccccc2)ncn1Cc1cccc(-c2ccccc2)c1	-6	-14	.	1.1	-31	-0.1	.	.
COc1ccc(-c2nn(-c3ccccc3)cc2CN(C)CCn2ccnc2C)c(F)c1	-3	-10	2	-0.8	-1	0.0	6	.
O=C(Nc1ccc(Br)cc1)Nc1ccccc1F	0	-10	-5	.	-10	0.0	-3	?
C[C@H]1CN([C@@H](C)CO)S(=O)(=O)c2ccc(C#Cc3ccccc3)cc2O[C@@H]1CN(C)C(=O)C1CC1	4	2	-2	0.7	-26	0.0	-9	2
O=C(c1cccs1)N1CCN(Cc2cccc([N+](=O)[O-])c2)CC1	-1	-9	-3	-1.1	-15	0.0	.	.
O=C(CCN1C(=O)c2ccccc2S1(=O)=O)Nc1cccc(F)c1	-1	-9	-1	-0.7	8	0.0	1	2
Cc1cnc(NC(=O)CC2CCCC2)s1	-7	-16	1	-3.6	3	0.4	.	.
Cc1noc(C)c1NC(=O)N(C)C[C@@H]1OCCCC[C@@H](C)Oc2ccc(N(C)C)cc2C(=O)N([C@H](C)CO)C[C@H]1C	.	.	.	0.7	-16	0.3	.	-5
CN(C)S(=O)(=O)c1cccc(C(=O)Nc2n[nH]c(C(F)(F)F)n2)c1	2	-1	.	-1.7	-9	0.0	-2	7
O=C1CCN(S(=O)(=O)c2ccccc2)CCN1CCOCc1ccc(C(F)(F)F)cc1	0	-2	0	-1.2	-18	0.0	1	13
c1ccc(C2CC(c3cccs3)Nc3nnnn32)cc1 (configuration not stated)	-1	-8	2	-0.1	12	0.4	.	.
C[C@@H]1CCCCO[C@H](CN(C)CC2CCCCC2)[C@@H](C)CN([C@H](C)CO)C(=O)c2cc(NS(C)(=O)=O)ccc2O1	-7	-5	29	3.1	14	0.2	-6	-6
COc1cccc(NC(=S)Nc2ccc(O)cc2)c1	5	-12	23	-0.8	-9	0.1	-10	22
CCCC(=O)N1CC2(C1)CN(Cc1cccnc1)[C@@H](CO)c1[nH]c3cc(OC)ccc3c12	-2	-29	.	-2.0	10	0.0	.	.

Only ARNT TACC3 PPI and RAD52 anneal inh, for some of the entries so far:
SMILES,ARNT TACC3 PPI,RAD52 anneal inh
COc1cccc(NC(=S)Nc2ccc(O)cc2)c1,23,-12
CCCC(=O)N1CC2(C1)CN(Cc1cccnc1)[C@@H](CO)c1[nH]c3cc(OC)ccc3c12,.,-29

Compound profiles, from the list above. Values in the order: ERAP1 HTS inh | RAD52 anneal inh | ARNT TACC3 PPI | F508del corr | INS-1E GSIS act | XiGFP reactiv | RAD54 branch | esBAF inh
O=C1CCN(S(=O)(=O)c2ccccc2)CCN1CCOCc1ccc(C(F)(F)F)cc1 is listed with 0 | -2 | 0 | -1.2 | -18 | 0.0 | 1 | 13
CC(=O)N1N=C(c2ccc(C)o2)CC1c1cccc(F)c1 (configuration not stated) is listed with 3 | -18 | -4 | -0.4 | -20 | 0.0 | 8 | 4
NC(=O)NC(=O)CSc1ccccc1 is listed with -4 | -1 | -6 | 1.6 | 7 | -0.2 | . | .
CN1CCc2c1nc1ccccc1c2N=C1CCCN1Cc1ccccc1 is listed with -5 | 8 | . | -0.1 | -11 | 0.3 | . | .

(listing goes on)
SMILES	ERAP1 HTS inh	RAD52 anneal inh	ARNT TACC3 PPI	F508del corr	INS-1E GSIS act	XiGFP reactiv	RAD54 branch	esBAF inh
Cc1cc(=O)oc2cc(OCC(=O)N(C)C3CCS(=O)(=O)C3)c(Cl)cc12 (configuration not stated)	0	-12	-6	0.5	5	0.2	6	2
O=C(c1ccccn1)N1C[C@H]2[C@@H](c3ccccc31)[C@@H](CO)N2C(=O)C1CCCC1	1	3	25	1.1	-5	0.0	-9	2
COc1ccc(NC(=O)N(C)C[C@H]2OCCCC[C@@H](C)Oc3ccc(NC(=O)CCC(F)(F)F)cc3C(=O)N([C@H](C)CO)C[C@H]2C)cc1	2	3	-11	-0.5	-16	-0.1	-6	-3
O=C(N/C(=C\c1ccccc1)C(=O)N1CCCCC1)c1ccc(Br)o1	0	1	19	-0.9	-1	0.0	4	-2
CC(C)CNC(=O)C1CCN(c2ccc(S(=O)(=O)N3CCOCC3)cc2[N+](=O)[O-])CC1	2	-5	-6	-1.0	-3	0.0	.	-7
O=C(O)CN1C(=O)CSC1=S	3	-134	-7	0.5	10	0.0	-13	-5
CC1CCCC(C)N1C(=O)COC(=O)COc1ccc(C#N)cc1 (configuration not stated)	-6	-4	-6	-1.9	33	0.1	0	-4
COc1cccc(CNc2nc3ccccc3n2C)c1O	-2	-9	-2	-3.7	-3	7.0	-1	30
CC(C)c1ccc(/C=N/NC(=O)C(=O)NCCCN2CCOCC2)cc1	0	6	4	-2.4	5	0.0	-11	-3
O=C(NCc1ccccc1)C(c1ccc(C(F)(F)F)cc1)n1c(=O)c(-c2ccccc2)nc2ccccc21 (configuration not stated)	-5	-2	.	3.5	-2	0.1	.	.
C[C@H](CO)N1C[C@H](C)[C@@H](CN(C)Cc2ccc(C(=O)O)cc2)Oc2c(NC(=O)c3cnccn3)cccc2C1=O	3	-17	-2	0.7	0	-0.2	-8	1
CCN(CC)c1ccc(/C=N/NC(=O)CCC(=O)NCc2ccccc2)c(O)c1	4	-2	16	.	.	1.1	.	.
CCCn1c(=O)[nH]c(=O)c2c(C(=O)OCC)cc(-c3cccs3)nc21	-16	-34	-7	-0.7	17	0.1	-9	-5
CC(=O)NC12CC3CC(C1)CC(C(=O)NCC(=O)Nc1c(C)cc(C)cc1C)(C3)C2	1	-9	-3	0.1	8	0.1	2	-6
Cc1ccc(C(=O)O/N=C(\N)c2cccnc2)cc1[N+](=O)[O-]	2	-12	0	.	-7	0.1	.	.
O=C1Nc2ccc(Cl)cc2C(=O)C1(F)c1ccccc1 (configuration not stated)	-2	-6	.	0.7	1	-0.1	1	-5
NS(=O)(=O)c1ccc(CNC(=O)NC23CC4CC(CC(C4)C2)C3)cc1	-6	-13	-10	1.5	-4	.	.	-8
COCc1nnc(NC(=O)c2ccc(S(=O)(=O)N3CCCc4ccccc43)cc2)o1	-8	-10	.	.	-8	0.1	.	.
Cn1c(C(=O)N2CCCC(C(=O)N3CCN(C(=O)c4ccco4)CC3)C2)cc2sccc21 (configuration not stated)	.	-5	21	3.3	1	0.0	-5	-6
Cc1ccc(NC(=O)COC(=O)CCc2nc3ccccc3c(=O)[nH]2)c(Br)c1	-1	-24	-2	-0.9	9	3.4	-8	.
N#CCSc1n[nH]c2nc3c(c(=O)n12)C1(CCCCC1)Cc1ccccc1-3	-3	-9	-7	1.6	13	0.1	6	-13
CCOP(=O)(OCC)c1nc(-c2ccc(Cl)cc2)oc1NCc1ccccc1	0	-15	-8	-1.1	-25	0.2	.	.
CCOc1ccc(N2C(=O)C3ON(C)C(c4ccc([N+](=O)[O-])cc4)C3C2=O)cc1 (configuration not stated)	-1	-6	-1	-0.3	5	-0.1	-10	-3
Cc1[nH]c2ccc(C(=O)N3CCN(c4ccccn4)CC3)cc2c1C	2	-4	-3	5.8	7	0.0	4	1
O=C(C[C@@H]1CC[C@H]2[C@@H](COC[C@H](O)CN2CCC(F)(F)F)O1)NCc1ccc(Oc2ccccc2)cc1	-3	-8	3	-1.2	-8	0.6	6	-6

Remaining list, next part.
SMILES	ERAP1 HTS inh	RAD52 anneal inh	ARNT TACC3 PPI	F508del corr	INS-1E GSIS act	XiGFP reactiv	RAD54 branch	esBAF inh
CC(C)(C)[C@@H]1C=C(C(=O)Nc2ccccc2)O[C@H](OCc2ccc(CO)cc2)C1	-3	-18	-3	0.3	-17	0.0	0	9
O=C(Nc1cccc(NC(=O)c2ccccc2Cl)c1)c1ccc(F)cc1	-1	-2	-3	0.5	-10	0.1	10	-1
CCOc1ccc(N2C(=O)c3cccnc3C2Nc2ccc(C)cc2)cc1 (configuration not stated)	.	.	4	.	8	.	-1	-5
Cc1nn(Cc2ccc(Cl)cc2)c(C)c1NC(=O)c1noc2c1CCc1ccccc1-2	-2	-11	.	-0.3	0	0.6	0	4
COc1ccc(C)cc1NCc1cc(=O)oc2cc(-c3ccccc3)c(O)cc12	.	.	-2	.	107*	0.4	.	62*
CN(CC(=O)Nc1cccc(Cl)c1)S(=O)(=O)/C=C/c1ccccc1	-2	-41	.	0.1	-34	0.2	7	-3
CCN1CCCC1CNC(=O)C(=O)NC (configuration not stated)	-4	-13	-5	3.0	17	0.1	0	-3
O=C1COc2ccc(S(=O)(=O)NCCc3ccccc3)cc2N1	-4	-10	7	0.4	-4	0.2	-1	-3
CCC(=O)Nc1ccc2c(c1)C(=O)N(C)C[C@H](OC)[C@@H](C)CN(CC1CCOCC1)[C@@H](C)CO2	.	.	4	3.2	1	0.6	1	5
CCOC(=O)c1c(C)c(C(=O)NC(C)COC)c(C)n1CC (configuration not stated)	-8	-6	-136	-0.2	22	.	-6	-1
CCCC(=O)Nc1ccc2c(c1)C(=O)N(C)[C@@H]1CC[C@@H](CC(=O)NCCCN(C)C)O[C@@H]1CO2	0	-2	-44	-1.7	4	-0.1	10	9
Cc1ccccc1OCC(=O)OCC(=O)NC12CC3CC(CC(C3)C1)C2	-1	-42	.	-3.2	4	0.5	-2	-1
O=C(NCC1CCCO1)c1cccc(Oc2c(Cl)cccc2[N+](=O)[O-])c1 (configuration not stated)	-1	-3	2	-0.1	-12	0.0	11	.

Rows are unselected (roughly 3.3% active in at least one column).
